Compound activity (PubChem BioAssay)
NR2E3 ag-1: inhibitors of NR2E3-RetCOR corepressor binding, primary screen, NR2E3 agonist project, biochemical, TR-FRET, GST-NR2E3, biotin-RetCOR; hit rate 0.12% among 320,000; 1536-well; inhibition of corepressor binding, % at 4.78 µM; AID 2300, 2010; Photoreceptor-specific nuclear receptor (Homo sapiens), Q9Y5X4;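 active means percent inhibition above the cutoff of mean plus 3 SD of all tested compounds, set per screening campaign, cut at about 20% in these data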;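 further: 0% = DMSO wells and 100% = biotin wells as full block of FRET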
Target sequence (Q9Y5X4 whole entry, looked up): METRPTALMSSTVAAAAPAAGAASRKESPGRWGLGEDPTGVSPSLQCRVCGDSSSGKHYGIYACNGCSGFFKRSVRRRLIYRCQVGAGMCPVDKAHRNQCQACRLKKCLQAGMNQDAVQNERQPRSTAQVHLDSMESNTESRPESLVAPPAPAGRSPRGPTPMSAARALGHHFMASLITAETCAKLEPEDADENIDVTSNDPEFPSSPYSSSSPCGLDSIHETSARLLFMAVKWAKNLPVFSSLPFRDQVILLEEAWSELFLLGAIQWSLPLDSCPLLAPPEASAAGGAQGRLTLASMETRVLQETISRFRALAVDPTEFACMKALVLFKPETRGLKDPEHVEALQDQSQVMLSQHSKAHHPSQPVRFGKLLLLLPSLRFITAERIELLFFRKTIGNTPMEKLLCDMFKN
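Material: NR2E3–RetCOR corepressor complex | Quantity: 1.35 nM GST-tagged NR2E3 final | Schedule: 5 h at 4 °C | Replication: Singlicate compound wells | Reagent: RetCOR corepressor, biotinylated, 7 nM | Controls: Biotin wells as high control, 0.6% DMSO wells as low control | Signal: TR-FRET, Eu(K)-anti-GST donor, streptavidin-D2 acceptor, ex 340, em 617/671 nm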
KKLEB tox: cytotoxicity in KKLEB CF airway cells, primary screen, cytotoxicity control for CF NF-kB inhibitor project, cell-based, uHTS, fluorescence assay plates | KKLEB CF airway cells viability, ATPlite luminescence, overnight; stronger effect = lower value; cells stimulated with P. aeruginosa culture filtrate | activity change (cytotoxicity), % at 5 µM | hit rate 0.36% among 360,000;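 active means corrected activity change at or below -50% at 5 µM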
PDI inh: inhibitors of human PDI, primary screen, biochemical, turbidity, single point, plate reader. inhibition, % at 10 µM. PDI insulin aggregation turbidity, A650, 90 min. Protein disulfide-isomerase (Homo sapiens), P07237. hit rate 0.052% among 350,000;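 active means mean inhibition across replicates of 30% or more, whatever share of single replicates reach that level; inconclusive means mean inhibition below 30% while every single replicate reaches 30%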;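 further: absorbance from insulin aggregation driven by PDI reduction with DTT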
Target sequence (P07237 whole entry, looked up): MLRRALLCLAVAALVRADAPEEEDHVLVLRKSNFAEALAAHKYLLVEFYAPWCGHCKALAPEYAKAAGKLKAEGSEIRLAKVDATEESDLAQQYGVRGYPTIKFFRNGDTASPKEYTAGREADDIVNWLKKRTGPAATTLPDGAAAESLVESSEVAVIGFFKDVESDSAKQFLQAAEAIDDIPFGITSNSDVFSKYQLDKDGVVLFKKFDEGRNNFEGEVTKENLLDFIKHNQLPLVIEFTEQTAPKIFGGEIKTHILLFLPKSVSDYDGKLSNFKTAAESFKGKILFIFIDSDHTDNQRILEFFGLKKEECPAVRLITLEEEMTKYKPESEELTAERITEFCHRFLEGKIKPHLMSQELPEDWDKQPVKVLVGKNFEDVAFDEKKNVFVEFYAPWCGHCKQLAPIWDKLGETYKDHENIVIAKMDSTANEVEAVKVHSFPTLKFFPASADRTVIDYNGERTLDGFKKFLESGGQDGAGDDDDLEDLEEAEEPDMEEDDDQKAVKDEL
Peg3 prom inh: Peg3 promoter-driven luciferase inhibitors, primary screen, cell-based, HeLa, luciferase luminescence. HeLa PEG-Prom luciferase reporter, overnight. inhibition, % at 20 µM. hit rate 1.7% among 360,000;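 active means inhibition of at least 50% at 20 µM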
CaV13 ICDI inh: Primary screen for inhibitors of IQ motif and Ca2+-dependent inactivation inhibitor domain binding in CACNA1D, Förster resonance energy transfer in living cells, … | hit rate 0.098% among 340,000 | AID 743397 | HEK cells, CFP/YFP FRET ICDI-IQ, plate reader, 10 min; percent FRET-ratio fall versus neutral wells | inhibition, % at 12.3 µM;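 active means mean replicate inhibition of at least 30% and at least 1% of replicates passing that level; inconclusive means only one of the two criteria is met; inactive means neither criterion is met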;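 further: 0% = median of the neutral control wells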
HIF-2a block: HIF-2a reporter inhibitors, primary screen, luminescence, 786-0 RCC cells | 786-0 RCC cells HIF-2a reporter, luciferase luminescence, overnight | inhibition, % at 18.8 µM | hit rate 0.72% among 360,000;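 active means inhibition of the luminescence signal of 40% or more relative to plate controls, in a single-dose primary screen at 18.75 µM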
NR2E3 ag-2: NR2E3 agonists in two-hybrid cells, primary screen, cell-based, luminescence, CHO-S, Gal4-NCOR/VP16-NR2E3 | AID 602229, 2012 | Photoreceptor-specific nuclear receptor (Homo sapiens), Q9Y5X4 | inhibition of corepressor binding, % at 3.98 µM | hit rate 0.35% among 360,000 | luciferase;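 active means inhibition above the mean of all tested compounds plus 3 SD, cut at about 70% in these data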;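 further: 0% = DMSO with NR2E3 transfected cells and 100% = cells lacking NR2E3 construct; higher means lower luciferase signal from less NR2E3 corepressor binding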
CF NFkB inh: inhibitors of PAF-induced NF-kB signaling, primary screen, cell-based, GFP fluorescence, uHTS; AID 588850, 2011; hit rate 0.86% among 360,000; inhibition, % at 5 µM; KKLEB NF-kB-GFP reporter, GFP fluorescence overnight;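 active means at least 50% inhibition at 5 µM, scaled per plate between neutral and stimulator controls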;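 further: PAF is a Pseudomonas aeruginosa culture filtrate used as stimulus; plate controls were PAF-stimulated DMSO wells for no effect and unstimulated DMSO wells for full effect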
Shn3 inh set2: reduction of Shn3 3'UTR firefly luciferase signal, primary screen, Schnurri-3 inhibitor project, cell-based, Clone20 osteoblasts, set 2 | Clone20 osteoblast Shn3 3'UTR firefly luciferase, 24 h | inhibition, % at 12.5 µM | hit rate 0.52% among 360,000;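 active means mean inhibition of at least 75% with every replicate also reaching 75%; inconclusive means mean inhibition at least 75% but some replicate below; inactive means mean inhibition below 75%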;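 further: 0% = median of neutral control wells and 100% = pilot-screen positive control compound; some compounds past the cut are filed as inactive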
TRPM1 prom inh: inhibitors of MITF-dependent TRPM1 promoter reporter, primary screen, cell-based, SK-MEL-5, single point, luciferase | SK-MEL-5 TRPM1 promoter luciferase, 24 h | inhibition, % at 12.5 µM | hit rate 0.83% among 330,000 | AID 488899, 2010;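 active means mean inhibition across replicates of 60% or more, whatever share of single replicates reaches that level; inconclusive means some that reach 60%, reason not given; inactive means mean inhibition across replicates below 60%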; further: values of inactives mirror those of a sister screen read the other way
Vif imaging: HIV Vif self-association inhibitors, primary screen, imaging, HEK293T, single point; HEK293T cells, Vif self-association by quenched fluorescence, 24 h; inhibition, % at 7.49 µM; hit rate 0.35% among 340,000; AID 602346, 2012; in the data active means inhibition above about 50%, passing the limit was not always enough; inconclusive means no clear call, values can overlap the other calls; inactive means below about 31%; further: some results filed as inactive read as strong as hits
The depositor's hits bear a star; ? = inconclusive; · = no result given.

(1) O=C(CSc1nn(-c2ccccc2)c(=S)s1)Nn1cnnc1
(2) CC(NC(=O)C(=O)NCCCn1ccnc1)c1ccccc1 (configuration not stated)
(3) N#CC1=C2SCC(O)(c3ccccc3)N2C(=O)CC1c1ccccc1 (configuration not stated)
(4) CCOc1cc(/C=N/NC(=O)c2cccnc2)ccc1OCc1ccc(C(=O)OC)o1
(5) COc1ccc(CN(C)S(=O)(=O)c2nnc(NC(=O)c3ccc(C)cc3)s2)cc1OC
(6) Nc1nnc(SCC(=O)OCc2ccc(F)cc2)s1
(7) COc1ccc(N2C(=O)CSC23CCC(C(C)(C)C)CC3)cc1 (configuration not stated)
(8) CC1(C)CC(=O)C2=C(C1)Nc1ccccc1[S@]2=O
(9) O=C(COc1ccc([N+](=O)[O-])cc1)Nc1ccc(NC(=O)c2ccccc2)cc1
(10) CCOC(=O)c1ccc(NC(=S)N(CCCN2CCCC2)Cc2ccco2)cc1

Compound	1	2	3	4	5	6	7	8	9	10
NR2E3 ag-1	-4	2	3	-1	5	-2	1	4	3	-5
KKLEB tox	-4	-16	-19	8	-15	1	3	3	-2	-4
PDI inh	-10	-3	-4	0	-11	0	-5	3	5	-10
Peg3 prom inh	4	15	6	7	1	13	16	-2	11	9
CaV13 ICDI inh	-2	-4	·	-1	-7	-5	-6	-7	·	-5
HIF-2a block	4	15	-10	10	5	12	15	13	9	7
NR2E3 ag-2	-12	-25	-77	-14	-10	7	20	12	-6	-22
CF NFkB inh	6	-1	-15	-18	31	1	-3	4	0	25
Shn3 inh set2	-5	-24	7	-13	25	-8	4	-12	-10	2
TRPM1 prom inh	1	-12	25	3	0	2	9	15	5	6
Vif imaging	6	16	14	-2	8	15	-2	-15	-8	-5

(11) O=C(NCc1cccnc1)c1cc2nc(-c3cccs3)cc(C(F)(F)Cl)n2n1
(12) CCc1cc(SC#N)ccc1N
(13) COCCNC(=O)C1(C)CCCN(Cc2c(C)nn(-c3ccccc3)c2C)C1 (configuration not stated)
(14) NC(=O)COC(=O)[C@H](Cc1c[nH]c2ccccc12)NC(=O)c1ccc(F)cc1
(15) CC(C)(C)C(=O)NCc1ccc(C(=O)CN2C(=O)NC3(CCCC3)C2=O)s1
(16) O=C1Nc2cc(C(=O)N3CCN(Cc4ccccc4)CC3)ccc2SC1N1CCOCC1 (configuration not stated)
(17) CC(c1nc2ccccc2c(=O)[nH]1)N(C)c1ccc2ccccc2c1 (configuration not stated)
(18) COc1ccc2oc(=Nc3cccc(F)c3)c(C(N)=O)cc2c1
(19) CCNCCC(=O)N1c2ccccc2Sc2ccc(C(F)(F)F)cc21
(20) CCOCCCn1c(=S)[nH]c2cc(C(=O)NCc3ccc(F)cc3)ccc2c1=O

Compound	11	12	13	14	15	16	17	18	19	20
NR2E3 ag-1	-1	-6	·	0	·	-2	-6	4	1	1
KKLEB tox	-6	-2	4	2	8	-4	-10	-2	-14	2
PDI inh	1	-2	9	-5	-5	2	-1	-12	8	6
Peg3 prom inh	4	16	14	-10	5	4	1	-61	3	21
CaV13 ICDI inh	-6	-19	-7	-3	-3	-4	-5	-7	-19	-6
HIF-2a block	-1	-3	7	15	18	11	-49	-48	0	-1
NR2E3 ag-2	-6	-5	10	-16	-35	-10	-11	-37	2	1
CF NFkB inh	17	-76	-4	4	6	-7	10	-6	1	6
Shn3 inh set2	0	-54	-25	-13	-6	13	-8	-48	57	10
TRPM1 prom inh	-1	14	·	16	-1	8	52	-23	-6	1
Vif imaging	-2	-3	·	0	14	-7	-7	-10	-3	2

(21) O=C1[C@@H]2C(Cc3ccc(O)cc3)NC3(C(=O)Nc4ccc(F)cc43)[C@@H]2C(=O)N1c1ccccc1 (some centres not stated)
(22) Cc1ccc(N2CC(C(=O)NCCc3ccc(S(N)(=O)=O)cc3)CC2=O)cc1 (configuration not stated)
(23) COc1ccc(N2CCN(C3CCCCC3NS(=O)(=O)c3ccccc3)CC2)cc1 (configuration not stated)
(24) O=C(CCCN1C(=O)C2CC=CCC2C1=O)Nc1cccc(F)c1 (configuration not stated)
(25) CCC(C)N(C(=O)COC(=O)c1cc([N+](=O)[O-])ccc1N)C1CCS(=O)(=O)C1 (configuration not stated)
(26) COc1ccccc1NC(=O)C1Cc2ccccc2CN1C(=O)c1ccco1 (configuration not stated)
(27) CC/C(Cc1ccccc1)=N/NC(=O)c1cccc(Br)c1
(28) COc1cc(/C=N/n2c(-c3cc(C)[nH]n3)n[nH]c2=S)cc(OC)c1OC
(29) COc1ccc(CN(C(=O)c2ccco2)c2ccccc2)cc1
(30) C/C(=N\NC(=O)C(c1ccccc1)c1ccccc1)c1ccc(O)cc1

Compound	21	22	23	24	25	26	27	28	29	30
NR2E3 ag-1	1	2	2	1	3	4	1	-2	-1	3
KKLEB tox	12	6	-8	0	9	-3	7	-17	-8	5
PDI inh	?	-4	10	6	-1	-9	-4	1	-7	-1
Peg3 prom inh	5	3	7	-2	0	-8	16	5	2	21
CaV13 ICDI inh	-4	-10	-16	-7	·	-2	-18	-4	-5	5
HIF-2a block	-1	-19	-2	-14	3	-1	17	8	-4	18
NR2E3 ag-2	-20	10	-18	-10	7	-11	-7	-29	6	-6
CF NFkB inh	-14	-10	-16	-2	-16	-3	7	12	6	0
Shn3 inh set2	-11	-5	4	-20	17	-1	4	-25	5	10
TRPM1 prom inh	-7	17	-7	-3	6	9	0	-6	4	5
Vif imaging	-2	-3	-3	3	-35	15	-2	4	-12	13

Reformatted as tab-separated lines: entries from further up
cpd	Molecule	NR2E3 ag-1	KKLEB tox	PDI inh	Peg3 prom inh	CaV13 ICDI inh	HIF-2a block	NR2E3 ag-2	CF NFkB inh	Shn3 inh set2	TRPM1 prom inh	Vif imaging
20	CCOCCCn1c(=S)[nH]c2cc(C(=O)NCc3ccc(F)cc3)ccc2c1=O	1	2	6	21	-6	-1	1	6	10	1	2
21	O=C1[C@@H]2C(Cc3ccc(O)cc3)NC3(C(=O)Nc4ccc(F)cc43)[C@@H]2C(=O)N1c1ccccc1 (some centres not stated)	1	12	?	5	-4	-1	-20	-14	-11	-7	-2
22	Cc1ccc(N2CC(C(=O)NCCc3ccc(S(N)(=O)=O)cc3)CC2=O)cc1 (configuration not stated)	2	6	-4	3	-10	-19	10	-10	-5	17	-3
23	COc1ccc(N2CCN(C3CCCCC3NS(=O)(=O)c3ccccc3)CC2)cc1 (configuration not stated)	2	-8	10	7	-16	-2	-18	-16	4	-7	-3
24	O=C(CCCN1C(=O)C2CC=CCC2C1=O)Nc1cccc(F)c1 (configuration not stated)	1	0	6	-2	-7	-14	-10	-2	-20	-3	3
25	CCC(C)N(C(=O)COC(=O)c1cc([N+](=O)[O-])ccc1N)C1CCS(=O)(=O)C1 (configuration not stated)	3	9	-1	0	·	3	7	-16	17	6	-35

Next structures follow.
(31) CCOC(=O)c1[nH]c2ccc(OC)cc2c1NC(=O)NC(C)C
(32) Cc1nnc(SCc2ccccc2)n1N
(33) COc1ccc(S(=O)(=O)N2CCC(C(=O)Nc3ccc(OC)c(OC)c3)CC2)cc1C
(34) O=C(Nc1ccc(Cc2ccncc2)cc1)c1cccs1
(35) CSCC(=O)N1CCC(n2nccc2NC(=O)CCCc2ccccc2)CC1
(36) CCCC(=O)Nc1ccc(N2CCN(C(=O)c3ccccc3C)CC2)cc1
(37) O=C1CSCC(=O)N1c1ccccc1
(38) C=CCN(c1ccccc1)S(=O)(=O)c1ccc2c(c1)NC(=O)C(C)C(=O)N2 (configuration not stated)
(39) O=C(CN1C(=O)COc2ccccc21)Nc1ccc2c(c1)OCCO2
(40) Cc1nn(C)c(C)c1/C=C(\C#N)S(=O)(=O)c1ccc(F)cc1

Compound	31	32	33	34	35	36	37	38	39	40
NR2E3 ag-1	0	-2	2	0	-1	-1	-1	-1	6	·
KKLEB tox	5	1	13	2	-3	4	9	-19	8	-2
PDI inh	7	-8	4	4	-3	-1	8	·	8	-1
Peg3 prom inh	8	-6	16	-114	-45	6	-13	2	-7	-9
CaV13 ICDI inh	-2	1	-1	-7	-6	-1	·	-3	-8	-10
HIF-2a block	10	15	-3	-181	-49	5	15	14	-38	-1
NR2E3 ag-2	-12	15	-11	-95	-29	11	-6	7	9	2
CF NFkB inh	8	20	-16	-16	7	31	-10	1	3	9
Shn3 inh set2	-2	-11	-2	10	-44	11	1	-34	16	-26
TRPM1 prom inh	-6	1	11	6	-12	11	-11	·	-23	·
Vif imaging	-1	-2	0	0	-2	·	6	·	9	·

(41) CCCCN(CC)C(=O)C1CCCN(S(=O)(=O)c2cccc3nsnc23)C1 (configuration not stated)
(42) O=C(Cc1ccccc1[N+](=O)[O-])NCc1ccccc1Cl
(43) Cc1nn(C(=O)c2ccco2)c(C)c1Sc1ccc(Br)cc1
(44) Cc1cccnc1NC(=O)c1cc2c(=O)oc3ccccc3c2s1
(45) O=S(=O)(Nc1nc2ccccc2nc1Cl)c1ccc(Cl)cc1
(46) C=CCn1c(SCC(=O)Nc2ccc(O)cc2)nc2sc(C)c(C)c2c1=O
(47) Cc1ccc(OCCSc2nc(NC(C)C)nc(NC(C)C)n2)cc1
(48) N#Cc1ccccc1OCC(=O)NC(=O)NC1CCS(=O)(=O)C1 (configuration not stated)

Compound	41	42	43	44	45	46	47	48
NR2E3 ag-1	0	3	-1	-6	5	·	1	2
KKLEB tox	-3	1	0	-1	6	-2	-33	16
PDI inh	0	0	2	-3	-5	4	-12	5
Peg3 prom inh	1	-198	-16	14	18	12	28	-40
CaV13 ICDI inh	-15	-8	1	-2	-3	-2	-5	-15
HIF-2a block	3	-221	2	-5	-2	4	29	-34
NR2E3 ag-2	-4	-122	2	7	-8	12	7	-31
CF NFkB inh	11	2	0	-4	20	11	32	-12
Shn3 inh set2	0	-46	15	-8	11	13	20	-23
TRPM1 prom inh	-3	-53	6	-8	11	2	-6	-20
Vif imaging	-7	4	·	2	-11	24	·	-4

No enrichment for hits, and some 3.3% of all compounds hit somewhere here.
